Compound activity deposited in PubChem by several laboratories.
GRK2 inh – blocks RNA aptamer binding to human GRK2; P25098; bead flow cytometry, FAM-aptamer displacement from GRK2; inhibition of aptamer binding, % at 10 µM; hit rate 0.59% among 330,000;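 active = inhibition of aptamer binding above 40%, roughly 3 SD of noise, on plates passing a quality check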;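 also: median bead fluorescence of bound FAM aptamer so fluorescent compounds give negative values; no value below 0 was filed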
BCLXL inh – inhibitors of human Bcl-xL. Q07817. GST-Bcl-xL / FITC-Bim BH3 peptide fluorescence polarization. hit rate 0.7% among 320,000. inhibition, % at 10.9 µM;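 active = inhibition above the mean of all tested compounds plus 3 SD, cutoff set per campaign, cut at about 30% in these data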;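 also: 0% = DMSO wells and 100% = unlabeled Bim-BH3 peptide competitor; inhibitors lower millipolarization by displacing the labeled peptide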
Efflux pump inh – inhibitors of Candida antifungal efflux pumps expressed in yeast | S. cerevisiae Candida pump triplex, Nile Red efflux | inhibition, % at 10 µM | hit rate 0.44% among 330,000;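 active = plate passing quality check with inhibition over a set limit, or well fluorescence over plate mean plus 4 SD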;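 also: Nile Red retained in pooled yeast measured as flow cytometry median fluorescence; 0% = buffer negative control and 100% = Enniatin B positive control; higher means more Nile Red kept so more efflux inhibition; some compounds called inactive have numbers as strong as hits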
MCL1 BIM primary – disrupts human MCL1 binding to BIM-BH3 peptide | Q07820 | GST-MCL1 / FITC-Bim-BH3 fluorescence polarization | inhibition, % at 10.9 µM | hit rate 0.68% among 320,000;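 active = inhibition above the mean inhibition of all tested compounds plus 3 SD, set per campaign, cut at about 40% in these data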;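 also: 0% = DMSO wells and 100% = unlabeled Bim-BH3 peptide control; higher means more loss of mP so more displacement of Bim peptide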
GLD-1 TGE inh – GLD-1-TGE RNA interaction inhibition (C. elegans); Q17339; purified GLD-1 + fluorescein TGE RNA, fluorescence polarization; inhibition, % at 5.96 µM; hit rate 0.44% among 320,000; AID 2280;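 active = percent inhibition above a per-plate cutoff, the plate mean of test compounds plus 3 SD, cut at about 30% in these data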;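 also: 0% = DMSO wells with GLD-1 and probe and 100% = wells lacking GLD-1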
Target sequence (Q17339 whole entry, looked up): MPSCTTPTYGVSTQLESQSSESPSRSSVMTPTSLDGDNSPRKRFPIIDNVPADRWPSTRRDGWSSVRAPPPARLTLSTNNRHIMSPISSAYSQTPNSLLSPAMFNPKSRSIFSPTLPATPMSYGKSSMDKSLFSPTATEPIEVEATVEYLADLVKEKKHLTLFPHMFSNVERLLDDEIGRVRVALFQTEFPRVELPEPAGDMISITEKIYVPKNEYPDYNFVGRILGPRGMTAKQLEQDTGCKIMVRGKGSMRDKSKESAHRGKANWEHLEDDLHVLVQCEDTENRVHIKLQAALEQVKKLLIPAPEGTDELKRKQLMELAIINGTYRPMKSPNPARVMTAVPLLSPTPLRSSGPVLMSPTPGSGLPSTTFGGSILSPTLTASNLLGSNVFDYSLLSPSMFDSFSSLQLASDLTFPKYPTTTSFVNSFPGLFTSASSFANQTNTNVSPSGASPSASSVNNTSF
MEX-5 binding – C. elegans MEX-5 TCR-2 RNA binding activity. Q9XUB2. MEX-5/FITC-TCR2 RNA binding, fluorescence polarization; stronger effect = lower value. activity score (negative = inhibition of binding), % at 10 µM. hit rate 0.38% among 300,000. AID 1832;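 active = inhibition past about -25% in most replicates, and total fluorescence under double the plate's negative control median, limit read from the data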;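 also: 0% = DMSO and -100% = 5 µM competing unlabeled TCR2 RNA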
Target sequence (Q9XUB2 whole entry, looked up): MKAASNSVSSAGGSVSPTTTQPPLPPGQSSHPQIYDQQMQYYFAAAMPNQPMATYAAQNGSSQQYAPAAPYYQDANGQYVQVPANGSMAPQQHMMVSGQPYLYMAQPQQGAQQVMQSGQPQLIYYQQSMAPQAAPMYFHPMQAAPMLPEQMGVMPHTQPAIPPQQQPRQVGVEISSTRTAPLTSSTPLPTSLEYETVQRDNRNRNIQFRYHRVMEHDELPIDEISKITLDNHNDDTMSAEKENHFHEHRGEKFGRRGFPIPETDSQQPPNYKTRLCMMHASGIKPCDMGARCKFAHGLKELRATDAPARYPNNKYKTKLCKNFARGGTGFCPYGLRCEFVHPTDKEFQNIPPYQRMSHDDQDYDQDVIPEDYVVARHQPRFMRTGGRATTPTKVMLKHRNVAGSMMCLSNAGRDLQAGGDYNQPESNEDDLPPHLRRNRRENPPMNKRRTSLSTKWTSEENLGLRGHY
Fam108B counter – counter-screen for RBBP9 inhibitors: inhibitors of mouse Fam108B. recombinant Fam108B, FP-Rh probe fluorescence polarization. inhibition, % at 9.51 µM. hit rate 0.33% among 300,000;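 active = inhibition above the screen mean inhibition plus 3 SD, computed separately per campaign, cut at about 18% in these data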;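 also: inhibitors lower polarization as less probe binds the enzyme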
PME-1 inh – blocks human protein phosphatase methylesterase 1. recombinant PME-1, FP-Rh probe fluorescence polarization. inhibition, % at 5.9 µM. hit rate 0.53% among 320,000. AID 2130;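 active = inhibition above the campaign mean of all compounds plus 3 SD, cut at about 26% in these data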;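 also: competitive labeling of PME-1 active site by serine hydrolase directed probe; 0% = PME-1 with DMSO and 100% = wells lacking PME-1 enzyme; inhibitors block probe labeling so polarization falls and inhibition rises; many of its hits are not listed in these tables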
VLA-4 inh – inhibition in a human VLA-4 binding assay; VLA-4 expressing cells, ligand binding flow cytometry; inhibition, % (about 7 µM as worked out from the volumes in the protocol); P13612; hit rate 0.2% among 330,000; in the data active = inhibition above about 50%
* hit, by the source's call; x = no result given.

The opening two entries (preview)
SMILES | GRK2 inh | BCLXL inh | Efflux pump inh | MCL1 BIM primary | GLD-1 TGE inh | MEX-5 binding | Fam108B counter | PME-1 inh | VLA-4 inh
CCN(CC)S(=O)(=O)c1ccc(Cl)c(NC(=O)COC(=O)c2cccn2C)c1 | 3 | -6 | 0.1 | -9 | -7 | 1.5 | -9 | 33* | 0
COc1ccc(-c2cc3cc(OC)c(OC)cc3c(C)n2)cc1C | 0 | -4 | 0.0 | -4 | 7 | 0.7 | 1 | 16 | 2

The list itself, from the start:
SMILES | GRK2 inh | BCLXL inh | Efflux pump inh | MCL1 BIM primary | GLD-1 TGE inh | MEX-5 binding | Fam108B counter | PME-1 inh | VLA-4 inh
CCN(CC)S(=O)(=O)c1ccc(Cl)c(NC(=O)COC(=O)c2cccn2C)c1 | 3 | -6 | 0.1 | -9 | -7 | 1.5 | -9 | 33* | 0
COc1ccc(-c2cc3cc(OC)c(OC)cc3c(C)n2)cc1C | 0 | -4 | 0.0 | -4 | 7 | 0.7 | 1 | 16 | 2
O=C(N/N=C/C=C/c1ccccc1)c1ccncc1 | 2 | 4 | -2.7 | -4 | 0 | 1.3 | 2 | -4 | 3
Cc1cc(OCCOCCN2CCCC2)ccc1C(C)C | 0 | 9 | 0.0 | 11 | 6 | 1.0 | 6 | 4 | -9
Cc1cc(C)nc(SCc2cccc(C(=O)O)c2)n1 | 1 | -12 | 0.0 | -18 | 1 | 1.8 | -4 | 1 | -3
CCn1c(SCC(=O)Nc2nc(C)cs2)nnc1-c1ccncc1 | 0 | -2 | -0.1 | -4 | 2 | 1.2 | -2 | -3 | 7
CC(C)Cc1nn2c(=O)cc(O)nc2s1 | 0 | 6 | -0.1 | -4 | -1 | 1.9 | -3 | -2 | 12
O=C(COC(=O)/C=C/c1ccccc1)Nc1ccc(Cl)cn1 | 0 | 4 | 0.1 | 0 | -1 | -5.9 | -2 | -2 | 6
CCOC(=O)C1CCCCN1C(=O)CCc1c(C)nc2cc(-c3ccccc3)nn2c1C (stereo not given) | 0 | 2 | -0.1 | -2 | 0 | 1.6 | 1 | -6 | -7
CCCC(=O)NC1CCCc2c1cnn2-c1ccc(C)c(C)c1 (stereo not given) | 3 | 3 | 0.0 | -6 | 2 | 0.6 | 2 | -1 | 39
CCN(C(=O)CSc1ncn[nH]1)c1c(N)n(Cc2ccccc2)c(=O)[nH]c1=O | 2 | 3 | 0.0 | 3 | 9 | 0.7 | -1 | 1 | 5
O=S(=O)(c1ccc(C(F)(F)F)cc1)N1CCCN(c2ccc(C(F)(F)F)cn2)CC1 | 3 | 0 | 0.1 | 6 | 1 | 1.0 | -3 | 1 | -1
CC(C)(CN1CCC(Cc2ccccc2)CC1)NS(=O)(=O)c1ccccc1 | 0 | 4 | 0.2 | 3 | -1 | 1.4 | 0 | 4 | x
COc1ccc(C(=O)Nc2c(C)ccc3nsnc23)cc1[N+](=O)[O-] | 0 | 3 | -0.2 | 0 | 11 | -1.5 | 5 | -5 | 1
COC(=O)CN(C(=S)Nc1ccc(F)cc1)C1CC(=O)N(c2ccc(OC)cc2)C1=O (stereo not given) | 3 | -8 | 0.2 | -5 | 6 | 1.4 | -1 | -1 | -9
CC(C)CCn1c(CN2CCN(Cc3ccccc3)CC2)nc2c1c(=O)[nH]c(=O)n2C | 1 | 7 | -0.1 | 12 | 4 | 0.1 | -1 | 2 | 11
Fc1ccc(Nc2nnns2)cc1 | 0 | 0 | -0.2 | -2 | 3 | 1.5 | -2 | 3 | 39
CNC(=O)c1csc(-c2ccncc2)n1 | 0 | 5 | 0.0 | 10 | 4 | -0.7 | -2 | -8 | -8
O=C(O)c1cccc(S(=O)(=O)Nc2ccccc2C(=O)NCCc2ccccc2)c1 | 1 | 3 | 0.2 | 5 | 5 | -0.9 | -1 | 1 | 3
C/C(=N\O)C(=O)NCCCn1ccnc1 | 0 | 7 | -0.1 | 6 | -1 | -0.7 | -2 | 4 | -13
CCOC(=O)c1sc(NC(=O)/C=C/c2cnn(C)c2C)c(C(=O)OCC)c1C | 3 | 0 | -0.1 | 6 | -5 | x | -5 | -9 | 13
O=C(NCc1ccccc1)c1ccccc1Br | 0 | 5 | -0.1 | 10 | -4 | 2.8 | 4 | -4 | 4
CCC1(N(C(C)=O)c2ccc(OC)cc2)C(=O)c2ccccc2C1=O | 0 | 2 | 0.3 | 3 | -2 | -0.1 | 0 | 5 | 10
CC(=O)c1cccc(NC(=O)CSc2nc(=O)n(Cc3ccccn3)c3c2CCC3)c1 | 4 | 4 | -0.1 | 3 | 9 | 1.2 | -1 | 2 | -9
CCN(CC)S(=O)(=O)c1ccc(S(=O)(=O)N2CCC(C(=O)NC3CCN(Cc4ccccc4)CC3)CC2)cc1 | 3 | 6 | -0.1 | 2 | 2 | 2.2 | 5 | 6 | -12
The listing continues:
SMILES | GRK2 inh | BCLXL inh | Efflux pump inh | MCL1 BIM primary | GLD-1 TGE inh | MEX-5 binding | Fam108B counter | PME-1 inh | VLA-4 inh
COc1ccc(NC(=O)CN(C)CC(=O)Nc2ccc(Cl)cc2F)cc1 | 7 | 0 | -0.1 | 0 | 0 | -0.9 | 3 | 1 | 7
CCC1=NN(C(=O)COc2ccccc2)C(O)(c2ccncc2)C1 (stereo not given) | 0 | -1 | -0.1 | -3 | 4 | 2.7 | -2 | -1 | 10
COc1cccc(NC(=O)CN(Cc2ccccc2)S(C)(=O)=O)c1 | 0 | 1 | 0.0 | -1 | 5 | 1.1 | -2 | -22 | 4
COc1ccc(-c2[nH]ncc2/C=N/NC(=O)c2ccncc2)c(OC)c1 | 2 | -1 | -0.4 | 1 | 0 | 0.0 | -3 | 4 | 25
O=[N+]([O-])c1ccc(Cc2nnc(-c3ccc(F)cc3)o2)cc1 | 1 | 6 | 0.0 | -1 | 7 | -0.6 | -5 | 4 | 4
Cc1onc(-c2cccc(Cl)c2Cl)c1C(=O)O/N=C(\N)c1ccc([N+](=O)[O-])o1 | x | 1 | 0.0 | 7 | 2 | 2.7 | 2 | 7 | -3
CC1(C(=O)NCc2ccccn2)C=CCN1C(=O)c1ccccc1 (stereo not given) | 3 | 3 | 0.0 | 13 | 2 | 0.4 | 3 | -5 | -15
Cc1ccc(C(=O)NC(C)c2nnc(SCC(=O)NC3CCCC3)n2C)cc1 (stereo not given) | 3 | x | 0.1 | x | x | -1.3 | x | x | 12
COc1ccccc1CC(=O)Nc1ccc(S(=O)(=O)N(C)C2CCN(C)CC2)cc1 | 0 | 6 | -0.1 | 6 | 1 | x | x | 3 | 6
CC(C)CC1NC(=O)N(CC(=O)Nc2cc(F)ccc2F)C1=O (stereo not given) | 2 | 2 | -0.3 | 0 | 10 | x | x | -1 | 14
CCOC(=O)C1=C(C)NC(C)=C(C(=O)OCCNC(=O)c2cccnc2)C1c1cccc([N+](=O)[O-])c1 (stereo not given) | 0 | 0 | 0.0 | -7 | -6 | -0.3 | 1 | 6 | 8
Cc1ccc(S(=O)(=O)CCC(=O)OCc2ccc(Cl)cc2)cc1 | 0 | 4 | -0.2 | 8 | -7 | 1.8 | -1 | -9 | 2
Cc1cc(C)nc(/N=C2/NC(=O)CS2)n1 | 3 | 9 | -0.1 | 22 | -10 | -0.8 | -1 | 8 | -9
O=C(COC(=O)c1cccc2ccccc12)Nc1cccnc1Cl | 4 | 3 | 0.1 | -14 | -3 | -0.8 | -5 | 1 | -5
CCOCCn1c(N2CCCC2)nc2c1c(=O)[nH]c(=O)n2C | 3 | 1 | -0.1 | 8 | 0 | 1.9 | 7 | 2 | 2
Cc1cc(C(=O)Nc2nc3c(s2)CCCC3)cs1 | 0 | -2 | 0.5 | 3 | -2 | -2.1 | 1 | -4 | 7
O=C(CCCN1C(=O)c2cccc3cccc(c23)C1=O)NCCN1CCOCC1 | 0 | 8 | -0.2 | 6 | 7 | -1.4 | 0 | 0 | 9
CC(=O)c1ccc(NC(=O)c2ccn(C(=O)OCC(C)C)n2)cc1 | 4 | -2 | 0.9 | -1 | -7 | 1.5 | 0 | -4 | -2
NS(=O)(=O)c1ccc(NC(=O)c2ccc(COc3ccccc3)o2)cc1 | 0 | 5 | 0.1 | -4 | -3 | -0.8 | -6 | -5 | 19
N#Cc1ccc(-c2nc3cc(Cl)ccc3c(=O)n2O)cc1 | 0 | 1 | 0.8 | 5 | -2 | -0.2 | 8 | -2 | -7
O=C(COC(=O)/C=C/c1ccc([N+](=O)[O-])cc1)NC(=O)NC1CCCCC1 | 0 | x | -0.1 | x | 1 | x | x | x | -6
C/C(=N\NC(=O)CN1CCN(Cc2ccccc2)CC1)c1cccs1 | 1 | 4 | 0.0 | -11 | 2 | -2.1 | -3 | 2 | 0
O=C(COC(=O)C12CC3CC(CC(C3)C1)C2)Nc1ccccc1F | 0 | 6 | 0.0 | 8 | 6 | -2.1 | 2 | -2 | 14
COCCSc1nnc(NC(=O)c2cc(C(=O)OC)cc([N+](=O)[O-])c2)s1 | 3 | 5 | 0.1 | 8 | 2 | -2.6 | -1 | 1 | 11
CC(=O)Nc1ccc(-c2cc3ccccc3o2)cc1 | 0 | -2 | -0.1 | -6 | -5 | -1.9 | -1 | -4 | 6

Entries of single compounds as entered above. Order of screens: GRK2 inh, BCLXL inh, Efflux pump inh, MCL1 BIM primary, GLD-1 TGE inh, MEX-5 binding, Fam108B counter, PME-1 inh, VLA-4 inh
CC1(C(=O)NCc2ccccn2)C=CCN1C(=O)c1ccccc1 (stereo not given) reads 3, 3, 0.0, 13, 2, 0.4, 3, -5, -15
Cc1ccc(S(=O)(=O)CCC(=O)OCc2ccc(Cl)cc2)cc1 reads 0, 4, -0.2, 8, -7, 1.8, -1, -9, 2

Continued:
SMILES | GRK2 inh | BCLXL inh | Efflux pump inh | MCL1 BIM primary | GLD-1 TGE inh | MEX-5 binding | Fam108B counter | PME-1 inh | VLA-4 inh
COc1cc2[nH]c3c(=O)n(CCN4CCOCC4)cnc3c2cc1OC | 0 | 6 | -0.1 | 2 | 7 | 0.1 | -1 | -3 | 5
COc1ccc(NC(=O)c2ccc(CNc3c(N4CCCC4)c(=O)c3=O)cc2)cc1Cl | 2 | 6 | -0.1 | 6 | 1 | 3.4 | -3 | -4 | -2
CCCC(=O)C1=C(O)C(C(=O)OC)C(C)(C)CC1=Nc1ccc(OC)cc1 (stereo not given) | 2 | 5 | 0.1 | 0 | 3 | 1.2 | 0 | 0 | 10
COCCNC(=O)C(c1ccc(C)cc1)N(C(=O)CCC(=O)Nc1ccccn1)c1cccc(C)c1 (stereo not given) | 0 | 4 | 0.1 | 7 | 17 | 4.8 | 4 | 5 | -1
CCCOc1ccc(/C=C2\SC(=S)N(CC3CCCO3)C2=O)cc1 (stereo not given) | 7 | -3 | 0.1 | 1 | 3 | -2.1 | 0 | 0 | 6
O=C(CSc1nnc(CNC(=O)c2ccc(F)cc2)o1)Nc1nccs1 | 5 | 1 | 0.2 | 10 | -5 | -4.8 | 0 | 5 | 13
COc1ccccc1C(=O)NC(CCSC)C(=O)NCC(c1ccccc1OC)N1CCCC1 (stereo not given) | 0 | 0 | 0.0 | -11 | 1 | 5.2 | 0 | -5 | 2
CCCC1(c2ccccc2)NC(=O)N(CC(=O)Nc2ccc(N3CCOCC3)cc2)C1=O (stereo not given) | 4 | x | -0.3 | x | 6 | x | x | x | 8
Cc1ccc(C)c(NC(=O)CCC(=O)NNS(=O)(=O)c2ccc(Cl)cc2)c1 | 4 | 8 | 0.2 | 13 | 2 | x | x | -1 | 12
O=C(Nc1ccc(Cl)cc1)c1cccc(S(=O)(=O)Nc2ccccn2)c1 | 0 | 1 | 0.2 | 2 | -1 | -1.6 | -5 | -1 | 1

An excerpt, so the mix of outcomes need not match the whole.
